Bioassay records as filed in PubChem.
DNA Pol III inh: blocks replication by bacterial DNA polymerase III holoenzyme; reconstituted DNA polymerase III holoenzyme replication, biochemical; Potency, µM (highest dose often 57.1 µM), for inactives: top-dose activity change, negative = inhibition; hit rate 0.25% among 71,000; note: potency is the fitted concentration of half-maximal effect; % is set by controls: 0 for no effect and ±100 for the full control effect
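Reconstituted *E. coli* holoenzyme (0.35 nM Pol III, 1 nM beta, 154 nM SSB, 2 nM primase) was preincubated with compound for 15 min at RT. Synthesis on 1.4 nM ssM13Gori ran 35 min, then was stopped with PicoGreen/EDTA and read as dsDNA fluorescence.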
ALOX15 inhib: 15-hLO (ALOX15) enzyme inhibition | Potency, µM (series often up to 57.1 µM), for inactives: top-dose activity change, negative = inhibition, actives largely listed as inhibitors | purified 15hLO-1, xylenol orange hydroperoxide absorbance | hit rate 1.4% among 74,000; note: potency is the fitted concentration of half-maximal effect; % is set by controls: 0 for no effect and ±100 for the full control effect; nearly all actives have a fitted effect of over 55% in size
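Hydroperoxide formed from arachidonic acid (50 uM) by purified human 15hLO-1 (40 nM) oxidizes ferrous iron, and the ferric-xylenol orange complex is read at 573 versus 405 nm. Compounds were preincubated 15 min; reaction ran 6 min at room temperature.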
CRE-bla Fsk: modulators of forskolin-stimulated CRE signaling in CHO cells. CHO CRE-bla reporter (cAMP response element driving beta-lactamase), forskolin EC10, beta-lactamase ratio. Potency, µM (titrated, usually from 38.2 µM), for inactives: at the highest dose activity change, negative = inhibition, usual class: activators. hit rate 2.5% among 71,000. AID 662; active = well fitted activation curve with a large enough effect in the signal ratio, with a control signal flat, not every such curve was filed as active; inconclusive = small, poorly fitted or top-dose-only effect, or effect the other way, or a change in a side signal; the % refers to the signal ratio; note: potency is the fitted concentration of half-maximal effect; % of control where 0% means no effect
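Modulation of forskolin-driven signalling is measured in CHO cells carrying a CRE-controlled beta-lactamase reporter. Cells are stimulated with EC10 NKH 477 in the presence of titrated compound for 3 h at 37 °C, then loaded with CCF4 for 2 h at room temperature.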
Hsp90 Hop PPI: changes Hsp90-Hop TPR2A binding signal, up or down. hit rate 0.44% among 71,000. AID 595. Potency, µM (series often up to 57 µM), without a hit: top-dose activity change, negative = inhibition. AlphaScreen TPR2A-His6 binding biotin-Hsp90 C-terminal peptide; active = well fitted curve in either direction with a large enough effect; inconclusive = small, poorly fitted or top-dose-only effect, or another doubt; note: potency is the fitted concentration of half-maximal effect; % is set by controls: 0 for no effect and ±100 for the full control effect; many of its hits are not listed in these tables
HADH2 inhib: HADH2 (human) dehydrogenase inhibition | Q99714 | recombinant HADH2, NADH fluorescence, beta-hydroxybutyryl-CoA | Potency, µM (titrated, usually from 57.1 µM), for the others: top-dose activity change, negative = inhibition, usual class: inhibitors | hit rate 3.4% among 73,000; note: potency is the fitted concentration of half-maximal effect; % is set by controls: 0 for no effect and ±100 for the full control effect; nearly all actives have a fitted effect of over 60% in size; many of its hits are not listed in these tables
Target sequence (Q99714 whole entry, looked up, one chain of several): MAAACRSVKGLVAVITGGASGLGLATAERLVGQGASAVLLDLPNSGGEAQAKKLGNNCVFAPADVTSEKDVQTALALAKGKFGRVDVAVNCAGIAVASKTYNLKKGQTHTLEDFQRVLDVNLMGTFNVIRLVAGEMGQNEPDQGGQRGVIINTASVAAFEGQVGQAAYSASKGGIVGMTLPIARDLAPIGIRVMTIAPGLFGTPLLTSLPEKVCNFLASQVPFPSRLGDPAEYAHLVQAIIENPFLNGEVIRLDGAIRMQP
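NADH fluorescence (ex 360/em 450 nm) read every 30 s for 4 min; activity taken as last-minus-first time point difference. Enzyme 20 nM, NAD+ 1 mM, beta-hydroxybutyryl-CoA 90 uM, pH 9.0 Tris buffer.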
HBB splicing: hemoglobin beta splicing modulation; HBB splicing reporter cell assay, activation; EGFP reporter with mutant IVS2-654 intron; response scale: normalised to 500 nM splice-correcting PNA; Potency, µM (series often up to 46.1 µM), without a hit: at the highest dose activation, hits mostly activators; hit rate 0.06% among 65,000; AID 925; note: potency is the fitted concentration of half-maximal effect; 0% is about no effect
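Compounds were applied for 2 days to HeLa EGFP-654 cells, 500/well in Optimem with 2% FCS. The reporter's EGFP is disrupted by mis-splicing of beta-globin intron IVS2-654. Readout: summed well GFP fluorescence from 488 nm laser scanning; reference was 500 nM antisense […] 654 PNA.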
FLuc inh: firefly luciferase inhibition | purified firefly luciferase, luminescence, 8 min | Potency, µM (titrated, usually from 57.1 µM), for inactives: at the top dose activity change, negative = inhibition, actives largely listed as inhibitors | hit rate 2.2% among 72,000 | AID 411; note: potency is the fitted concentration of half-maximal effect; % is set by controls: 0 for no effect and ±100 for the full control effect; nearly all actives have a fitted effect of over 40% in size
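Inhibition of light generation by firefly luciferase from ATP and luciferin was profiled with concentration-response curves per sample, ATP held at 10 uM within the enzyme's linear range. Plates were read by luminescence after an 8-minute ambient incubation.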
Tau filament bind: tau filament binding. Potency, µM (highest dose often 57.1 µM), for inactives: top-dose activity change, negative = inhibition. hit rate 2% among 71,000. recombinant tau filaments, thioflavin S fluorescence, 15 h; filaments grown with octadecylsulfate alongside compound. AID 596;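 note: potency is the fitted concentration of half-maximal effect; % is set by controls: 0 for no effect and ±100 for the full control effect; actives lower thioflavin S fluorescence by blocking filaments or displacing dye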
Target sequence (P10636 whole entry, looked up): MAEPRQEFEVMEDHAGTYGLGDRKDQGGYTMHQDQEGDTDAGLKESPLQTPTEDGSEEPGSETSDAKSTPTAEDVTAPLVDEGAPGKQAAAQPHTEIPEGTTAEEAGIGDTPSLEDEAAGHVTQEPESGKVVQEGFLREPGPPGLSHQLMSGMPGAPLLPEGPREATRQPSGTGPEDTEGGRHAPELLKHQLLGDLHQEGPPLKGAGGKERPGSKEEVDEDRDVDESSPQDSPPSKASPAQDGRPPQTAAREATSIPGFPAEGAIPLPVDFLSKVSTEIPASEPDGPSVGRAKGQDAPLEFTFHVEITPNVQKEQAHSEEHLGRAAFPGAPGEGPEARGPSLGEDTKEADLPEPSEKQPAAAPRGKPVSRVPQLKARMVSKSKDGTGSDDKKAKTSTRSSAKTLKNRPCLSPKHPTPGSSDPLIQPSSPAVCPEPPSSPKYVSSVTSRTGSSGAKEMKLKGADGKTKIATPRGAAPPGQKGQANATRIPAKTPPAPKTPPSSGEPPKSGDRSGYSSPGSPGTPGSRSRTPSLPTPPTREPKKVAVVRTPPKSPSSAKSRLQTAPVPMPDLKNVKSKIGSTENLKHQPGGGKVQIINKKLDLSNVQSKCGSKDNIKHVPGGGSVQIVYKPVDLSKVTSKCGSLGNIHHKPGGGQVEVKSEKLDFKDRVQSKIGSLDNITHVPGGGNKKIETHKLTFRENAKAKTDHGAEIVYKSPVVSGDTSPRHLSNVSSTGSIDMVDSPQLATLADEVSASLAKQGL
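ThS-based fibril read: tau 1 uM final, inducer ODS 30 uM final, 37 C for 15 h, ex 450/em 510 nm.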
Ub-GFP proteasome: inhibits proteasome, raising ubiquitin-GFP reporter fluorescence. Ubiquitin-GFP reporter cells, proteasome inhibition, GFP fluorescence; response scale: untreated = 0%, 10 µM MG-132 = 100%. 67,000 tested, under 10 active. AID 526. Potency, µM (series often up to 45.9 µM), for inactives: at the top dose activation (GFP accumulation), most hits filed as activators; active = well fitted activation curve with a large enough effect, not every such curve was filed as active; inconclusive = small, poorly fitted or top-dose-only effect, or another doubt; inactive = no such curve, though single readings can be large or run the other way; note: potency is the fitted concentration of half-maximal effect
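Proteasome block read as GFP accumulation: ubiquitin(G76V)-GFP U2OS cells exposed to compound (2.9 nM–46 uM) for 4 hr at 37 C. Normalization used untreated cells as 0% and 10 uM MG-132 as 100%; concentration-response curves fitted.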
Epigenetic mod: derepresses silenced GFP locus in mouse C127i cells. mouse C127i GFP locus derepression, cytometry, 30 h. hit rate 0.09% among 68,000. Potency, µM (titrated, usually from 46.1 µM), inactives show at the highest dose GFP derepression (activation); note: % of control where 0% means no effect
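Read-out is the number of GFP-positive cells, scored as fluorescent objects 20 to 120 um wide, reflecting derepression of a silenced CMV-GFP reporter in murine C127i cells after 30 h compound exposure at 37 C.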
ERK AVP block: vasopressin-driven ERK pathway inhibition. Potency, µM (top dose mostly 57.5 µM), inactives show top-dose activity, negative = inhibition, usual class: inhibitors. hit rate 0.99% among 72,000. HEK293-V1b, vasopressin-stimulated pERK AlphaScreen; note: potency is the fitted concentration of half-maximal effect; % is set by controls: 0 for no effect and ±100 for the full control effect; nearly all actives have a fitted effect of over 55% in size
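qHTS, compounds titrated on V1b-expressing HEK293 cells. Preincubation 30 min at 37C, vasopressin 25 nM for 5 min, lysis 10 min, bead incubation 5 hr at room temperature.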
* hit, by the source's call; i = inactive; ? = inconclusive; . = not tested or not shown; [ ] = remark or other dose. Unless noted, calls come from the whole dose curve; as a rule, active = well fitted curve in the direction sought with a large enough effect; inconclusive = small, poorly fitted or top-dose-only effect, or another doubt; inactive = no such curve, though single readings can be large; an effect the other way counts as inactive or inconclusive. Only part of the results is shown (hit frequency here may not be typical).

1	CC1CCCC(NC(=O)CSc2nnc(N)s2)C1C (centres undefined)
2	O=C(Nc1ccc(F)cc1)N(Cc1nnc2n1CCCCC2)c1ccccc1
3	CC1CCCCC1NC(=O)CSc1nnc(N)s1 (centres undefined)
4	CCn1c(=O)cc(SCC(=O)NCc2ccc3c(c2)OCO3)c2ccccc21
5	Cc1ccc(C)c(Cc2c(C)nc3c(C(=O)N4CCOCC4)cnn3c2C)c1
6	Cc1ccc(-n2nnnc2SCC(=O)c2cc(C)n(CC3CCCO3)c2C)cc1 (centres undefined)
assay / entry	1	2	3	4	5	6
HADH2 inhib	3%	9%	1%	-2%	?	9%
DNA Pol III inh	-1%	-4%	3%	1%	-3%	-5%
Tau filament bind	-4%	7%	1%	9%	14%	28%
Epigenetic mod	-2%	-1%	-2%	-1%	8%	1%
ALOX15 inhib	-11%	3%	5%	-12%	5%	-3%
HBB splicing	-1.2%	-1.9%	4.7%	0.6%	0.2%[57.5 µM]	-2.8%
Ub-GFP proteasome	-4%	1%	-4%	-3%	-2%	5%
Hsp90 Hop PPI	-2%	0%	2%	-10%	1%	-2%
ERK AVP block	-4%	6%	-11%	?	5%	13%
CRE-bla Fsk	?	-3%	0%	?	?	?
FLuc inh	0%	-1%	1%	2%	1%	-1%

7	CC1Cc2ccccc2N1C(=O)c1cc2c(=O)n3ccccc3nc2n1C (centres undefined)
8	N#CCCn1c(=O)c(-c2ccccc2)nc2cnc(OCc3ccccc3)nc21
9	Cc1cc(C)n(C(CC(=O)O)C(=O)O)n1 (centres undefined)
10	COc1ccc(C(C)=O)cc1COC(=O)c1cnc(C)cn1
11	C=C(C)CSc1nnc(CCNC(=O)OC(C)(C)C)o1
12	O=C(NCc1ccco1)c1cc2nc(-c3ccc4c(c3)OCO4)cc(C(F)(F)F)n2n1
assay / entry	7	8	9	10	11	12
HADH2 inhib	-11%	16%	5%	-2%	7%	22%
DNA Pol III inh	-2%	-2%	-3%	3%	5%	-1%
Tau filament bind	17%	-15%	113%	-28%	-9%	i
Epigenetic mod	-4%	0%[9.22 µM]	4%	-1%	2%	3%
ALOX15 inhib	-10%	-1%	-5%	-6%	-6%	-4%
HBB splicing	-2.0%	1.7%	-0.2%	-2.8%	0.9%[57.5 µM]	-0.5%[57.5 µM]
Ub-GFP proteasome	4%	2%	-7%	-1%	-4%	-3%
Hsp90 Hop PPI	2%	-4%	-1%	-5%	0%	7%
ERK AVP block	16%	-9%	-1%	-16%	-1%	-29%
CRE-bla Fsk	6.3µM*	?	-6%	5%	3%	?
FLuc inh	1%	1%[11.4 µM]	-1%	2%	3%	1%

13	O=C(CCC1CCCCC1)N1CCN(Cc2ccc3c(c2)OCO3)CC1
14	CSc1cccc(NC(=O)c2ccco2)c1
15	Cc1ccc(N2C(=O)c3ccc(C(=O)N4CCN(c5ccccc5F)CC4)cc3C2=O)cc1
16	CC(C)=CCC/C(C)=C/CO/N=C1/C[C@@H](O)[C@@H](O)[C@@H]2[C@H]3C(=O)N(c4ccc(F)cc4F)C(=O)[C@@H]3CC[C@H]12
17	CC(CN1CCCCC1)OC(=O)c1ccc(Cl)cc1 (centres undefined)
18	COCCNC(=O)c1ccc(NS(C)(=O)=O)cc1
assay / entry	13	14	15	16	17	18
HADH2 inhib	-1%	-12%	5%	7%[11.4 µM]	3%	-19%
DNA Pol III inh	3%	-2%	-3%	.	4%	-6%
Tau filament bind	5%	-6%	6%	.	-9%	4%
Epigenetic mod	-3%	2%	.	.	2%	0%
ALOX15 inhib	3%	0%	-13%	-21%[11.4 µM]	?	-1%
HBB splicing	2.2%	-0.9%	0.1%	0.7%[9.22 µM]	.	-0.8%
Ub-GFP proteasome	1%	-10%	16%	.	-3%	-13%
Hsp90 Hop PPI	-4%	-4%	-7%	.	-8%	-1%
ERK AVP block	3%	-20%	.	12%[11.5 µM]	0%	-2%
CRE-bla Fsk	1%	-3%	-16%	.	-6%	7%
FLuc inh	-2%	-14%	3%	0%[11.4 µM]	0%	2%

19	COc1ccc(NCc2nnc(SCC(=O)Nc3cc(C)cc(C)c3)o2)cc1
20	COc1cc(-c2cc(OC)c3c(C)oc(C)c3c(=O)c2)ccc1O
21	CCc1ccc(NC(=O)NCCN2CCc3ccccc3C2)cc1
22	CC(C)(C)n1nnnc1C(c1cc2cc3c(cc2[nH]c1=O)OCO3)N1CCN(c2ccccc2)CC1 (centres undefined)
23	C/C(=C\CNc1ncnc2nc[nH]c12)CO
24	O=C(CCCC(=O)N(CC(=O)NC1CCCC1)C1CCCC1)Nc1ccccn1
assay / entry	19	20	21	22	23	24
HADH2 inhib	24%	?	2%	?	4%	1%
DNA Pol III inh	-2%	-1%	4%	4%	-5%	-5%
Tau filament bind	-9%	-28%	13µM*	16%	-7%	-1%
Epigenetic mod	2%	-1%	4%	0%	-2%[9.22 µM]	-1%
ALOX15 inhib	1%	25µM*	?	0%	6%[25.6 µM]	2%
HBB splicing	.	.	-1.8%	0.7%	.	.
Ub-GFP proteasome	0%	-1%	-5%	1%	-1%	0%
Hsp90 Hop PPI	5%	-12%	-7%	-2%	0%	3%
ERK AVP block	-7%	?	36%[activator]	-11%	0%	18%
CRE-bla Fsk	-6%	22%	-16%	-15%	?	-2%
FLuc inh	-13%	2%	0%	3%	0%[11.4 µM]	5%

An excerpt of these results, bar-delimited:
# | Molecule | HADH2 inhib | DNA Pol III inh | Tau filament bind | Epigenetic mod | ALOX15 inhib | HBB splicing | Ub-GFP proteasome | Hsp90 Hop PPI | ERK AVP block | CRE-bla Fsk | FLuc inh
20 | COc1cc(-c2cc(OC)c3c(C)oc(C)c3c(=O)c2)ccc1O | ? | -1% | -28% | -1% | 25µM* | . | -1% | -12% | ? | 22% | 2%
22 | CC(C)(C)n1nnnc1C(c1cc2cc3c(cc2[nH]c1=O)OCO3)N1CCN(c2ccccc2)CC1 (centres undefined) | ? | 4% | 16% | 0% | 0% | 0.7% | 1% | -2% | -11% | -15% | 3%
23 | C/C(=C\CNc1ncnc2nc[nH]c12)CO | 4% | -5% | -7% | -2%[9.22 µM] | 6%[25.6 µM] | . | -1% | 0% | 0% | ? | 0%[11.4 µM]
24 | O=C(CCCC(=O)N(CC(=O)NC1CCCC1)C1CCCC1)Nc1ccccn1 | 1% | -5% | -1% | -1% | 2% | . | 0% | 3% | 18% | -2% | 5%
21 | CCc1ccc(NC(=O)NCCN2CCc3ccccc3C2)cc1 | 2% | 4% | 13µM* | 4% | ? | -1.8% | -5% | -7% | 36%[activator] | -16% | 0%

Next part.
25	O=C(CSc1nnc(-c2ccc3c(c2)OCCO3)o1)N1CCCC1
26	COC(=O)CSc1nnc2c(C)cc3cc4c(cc3n12)OCCO4
27	ClC1=C(Cl)C(Cl)(Cl)C(Cl)=C1Cl
28	Cc1cnc(NC(=O)CSc2nnc(Cc3ccccc3)o2)s1
29	[O-][N+]1=c2ccc(Nc3ccccc3)cc2=NC12CCCCC2
30	CCOC(=O)N1CCN(C(=O)C(C)N(c2ccc(Oc3ccccc3)cc2)S(C)(=O)=O)CC1 (centres undefined)
31	O=C1[C@H]2[C@H]3[C@H](O)[C@H](O)C/C(=N/OCc4ccccc4)[C@@H]3CC[C@@H]2C(=O)N1C1CCCCC1
32	COc1nc(OC)nc(N2CCC(NC(=O)C(Cc3ccc(C(C)C)cc3)NC(C)=O)CC2)n1 (centres undefined)
assay / entry	25	26	27	28	29	30	31	32
HADH2 inhib	?	8%	-7%	-2%	?	5%	1%[11.4 µM]	10%
DNA Pol III inh	-5%	-4%	-3%	-2%	-10%	-1%	.	-1%
Tau filament bind	0%	-1%	-13%	-9%	13µM*	-8%	.	-1%
Epigenetic mod	2%	-1%	.	3%	-2%	0%	.	0%
ALOX15 inhib	5%	8%	7%	-2%	3.2µM*	-8%	4%[11.4 µM]	-11%
HBB splicing	5.2%[0.369 µM]	.	0.3%	6.5%	3.1%[0.369 µM]	0.0%	0.2%[9.22 µM]	0.1%
Ub-GFP proteasome	.	1%	.	0%	.	-2%	.	1%
Hsp90 Hop PPI	-1%	1%	-2%	-5%	?	0%	.	0%
ERK AVP block	-2%	7%	-1%	-11%	?	?	2%[11.5 µM]	-7%
CRE-bla Fsk	?	-4%	-12%	-10%	?	-11%	.	?
FLuc inh	-28%	2%	.	-4%	-13%	-1%	1%[11.4 µM]	2%
